Source: PubChem BioAssay (Sanford-Burnham Center for Chemical Genomics)
SENP1 FRET inh – human SENP1 catalytic domain inhibitors, primary screen, biochemical, FRET, uHTS; inhibition, % at 10 µM; recombinant SENP1 catalytic domain, CyPet-SUMO1-YPet FRET cleavage; 360,000 compounds, 0.21% hits;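 active = inhibition at least 30% at 10 µM, raw YFP signal under a set limit, fluorescence ratio 0.5 to 1.5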;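 note: 0% = enzyme with DMSO and 100% = no enzyme wells; some results filed as inactive read as strong as hits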
Target sequence (Q9P0U3 419-644 limits assumed): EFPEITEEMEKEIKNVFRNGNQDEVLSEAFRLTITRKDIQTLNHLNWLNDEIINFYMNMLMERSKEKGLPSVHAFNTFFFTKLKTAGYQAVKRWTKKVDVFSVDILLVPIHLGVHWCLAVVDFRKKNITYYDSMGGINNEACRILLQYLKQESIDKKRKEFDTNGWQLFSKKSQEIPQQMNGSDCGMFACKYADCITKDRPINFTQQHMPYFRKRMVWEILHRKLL
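Compound: 10 µM single point, 0.5% DMSO; Test system: hSENP1 catalytic domain, recombinant; Timing: 50 min reaction at room temperature; Technique: FRET, CFP and YFP emission; Control set: no-enzyme wells low, DMSO-plus-enzyme wells high control.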
A3G deaminase – APOBEC3G DNA deaminase inhibitors, primary screen, biochemical, fluorescence, single-stranded DNA substrate, uHTS. DNA dC->dU-editing enzyme APOBEC-3G (Homo sapiens), Q9HC16. recombinant A3G, ssDNA deamination FAM/TAMRA fluorescence. inhibition, % at 20 µM. 330,000 compounds, 0.28% hits;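 active = inhibition of at least 40% at 20 µM, with no more than 30% in the related APOBEC3A deaminase screen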;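 note: plate controls were DMSO wells with A3G for no effect and wells lacking A3G enzyme for full effect; some compounds called inactive have numbers as strong as hits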
Target sequence (Q9HC16 whole entry, looked up): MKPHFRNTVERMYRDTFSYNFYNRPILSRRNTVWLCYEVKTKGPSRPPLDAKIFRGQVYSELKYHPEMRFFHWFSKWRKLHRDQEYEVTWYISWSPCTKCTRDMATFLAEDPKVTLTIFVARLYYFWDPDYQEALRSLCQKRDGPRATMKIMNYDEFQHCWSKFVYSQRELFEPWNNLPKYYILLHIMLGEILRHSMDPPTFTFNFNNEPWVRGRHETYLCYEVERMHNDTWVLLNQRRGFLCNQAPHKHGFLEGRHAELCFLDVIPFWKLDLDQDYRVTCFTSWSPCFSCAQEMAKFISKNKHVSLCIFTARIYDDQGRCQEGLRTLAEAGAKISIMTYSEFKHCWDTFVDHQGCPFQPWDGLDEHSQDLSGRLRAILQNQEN
mIAP activ – activators of mouse IAP, primary screen, biochemical, luminescence, uHTS | intestinal alkaline phosphatase [Mus musculus] | activation factor at 10 µM | muIAP, CDP-Star luminescence, 30 min; stronger effect = higher value; 1 = vehicle-only enzyme signal, 0 = enzyme-free wells | 330,000 compounds, 0.24% hits;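 active = activation factor of at least 2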; note: the source names both 10 and 20 µM as test concentration; values of inactives mirror those of a sister screen read the other way
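Assay system: mouse IAP enzyme; reagent: chemiluminescent substrate CDP-Star; dosing: test compounds delivered from DMSO solution; schedule: 30 min at room temperature; measured by: luminescence from enzymatic CDP-Star hydrolysis; controls: DMSO-only wells and no-enzyme negative control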
NALP3 yeast inh – NALP3 inflammasome inhibitors in reconstituted yeast, primary screen, luminescence, uHTS | Yeast reconstituted NLRP3/ASC/caspase-1, beta-gal luminescence, 24 h | inhibition, % at 10 µM | 330,000 compounds, 0.39% hits | AID 2825, 2010;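 active = inhibition of 50% or more; inactive = inhibition below 50%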;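 note: plate controls were induced DMSO wells for no effect and uninduced yeast grown without galactose for full effect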
MIN6 prolif – inducers of MIN6 beta-cell proliferation, primary screen, ATP luminescence, uHTS. MIN6 cells proliferation, ATPlite luminescence, 48 h; cells starved in 0.2% serum; 100% = growth in 10% serum. 330,000 compounds, 0.29% hits. AID 2380, 2010. proliferation, % at 10 µM;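 active = compounds whose signal lies at least 3.5 SD above the mean of all wells on their plate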;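 note: 0% = DMSO-treated cells in low-serum medium and 100% = 10% serum control; some compounds called inactive have numbers as strong as hits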
hIAP block – human IAP inhibitors, primary screen, biochemical, luminescence, uHTS; 330,000 compounds, 0.12% hits; purified IAP, CDP-Star luminescence, 30 min; AID 2544, 2010; Intestinal-type alkaline phosphatase (Homo sapiens), P09923; inhibition, % at 10 µM;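 active = inhibition reaching a set limit with compound at 10 µM in the primary screen, cut at about 35% in these data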;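 note: plate controls were DMSO wells with enzyme for no effect and no-enzyme buffer wells for full effect; values of inactives mirror those of a sister screen read the other way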
APOBEC3A inh – APOBEC3A ssDNA deaminase inhibitors, primary screen, selectivity assay for APOBEC3G inhibitor project, biochemical, FAM/TAMRA oligo cleavage fluorescence; DNA dC->dU-editing enzyme APOBEC-3A (Homo sapiens), P31941; recombinant A3A, FAM/TAMRA ssDNA deamination fluorescence; inhibition, % at 20 µM; 330,000 compounds, 0.41% hits; AID 493011, 2011;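 active = at least 40% inhibition at 20 µM here, with at most 30% in a related deaminase screen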;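 note: plate controls were A3A with DMSO for no effect and wells lacking A3A enzyme for full effect; some results filed as inactive read as strong as hits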
Target sequence (P31941 whole entry, looked up): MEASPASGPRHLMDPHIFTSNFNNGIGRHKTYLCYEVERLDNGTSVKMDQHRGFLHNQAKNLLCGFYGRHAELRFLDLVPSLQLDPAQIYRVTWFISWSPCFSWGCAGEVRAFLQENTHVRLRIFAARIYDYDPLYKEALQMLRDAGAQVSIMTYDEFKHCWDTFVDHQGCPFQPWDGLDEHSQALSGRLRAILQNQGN
mIAP inh – inhibitors of mouse IAP, primary screen, biochemical, luminescence, uHTS; intestinal alkaline phosphatase [Mus musculus]; purified mouse IAP, CDP-Star luminescence, 30 min; inhibition, % at 10 µM; 330,000 compounds, 0.2% hits; AID 2806, 2010;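 active = inhibition of at least 40% at 10 µM in the primary screen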;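 note: plate controls were DMSO with enzyme for no effect and no enzyme wells for full effect; values of inactives mirror those of a sister screen read the other way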
hIAP act – human IAP activators, primary screen, biochemical, luminescence, uHTS | purified human IAP, CDP-Star luminescence, 30 min; stronger effect = higher value; 1 = vehicle-only enzyme, 0 = enzyme-free background | activation factor at 10 µM | 330,000 compounds, 0.16% hits;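 active = activation factor of the enzyme at least 2-fold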; note: the source names both 10 and 20 µM as test concentration; values of inactives mirror those of a sister screen read the other way
Numbers without * were called inactive; . = not tested or not shown. A portion of the library; count on the stated rates, not on these rows.

canonical_smiles	APOBEC3A inh	mIAP activ	hIAP block	SENP1 FRET inh	MIN6 prolif	hIAP act	mIAP inh	NALP3 yeast inh	A3G deaminase
O=C(CCCn1cnc([N+](=O)[O-])n1)Nc1cccc(Cl)c1Cl	0	1	-17	1	1	1.2	-3	12	1
CCOC(=O)CC1(NC(=O)C2CCC(=O)N(Cc3ccccc3OC)C2)CCCCC1 (configuration not stated)	0	0.99	14	1	-5	0.86	1	15	-2
COc1cccc(/C=C/C(=O)Nc2ccc3c(c2)OCCO3)c1OC	3	0.91	3	2	-5	0.97	9	0	0
c1csc(C(c2nnnn2C2CCCCC2)N2CCCC3(CCCCC3)C2)c1 (configuration not stated)	-5	1.3	7	3	-5	0.93	-26	-4	-3
COc1ccc(N2C(=O)CC(c3cc(OC)c(OC)c(OC)c3)CC2=O)cc1	1	0.96	-6	-1	-4	1.1	4	-4	-4
Cc1c(NC(=O)CSc2ccc3c(c2)OCCO3)c(=O)n(-c2ccccc2)n1C	3	0.94	-8	0	0	1.1	6	-5	-3
CCOC(=O)C1CCN(S(=O)(=O)c2cc(F)ccc2OC)CC1	-1	0.98	-4	3	2	1	2	18	-1
CSCCC(NC(=O)c1ccccc1)C(=O)Nc1ccc(C)cc1 (configuration not stated)	-5	0.98	8	2	-2	0.92	2	17	-6
NC(=O)[C@@H]1CCCN1C(=O)c1ccc2nc(Cc3cccc(Cl)c3)oc2c1	-4	0.93	-10	0	2	1.1	7	3	-9
COc1cc(NC(=S)NN2CCN(C)CC2)cc(OC)c1OC	0	0.99	-21	1	0	1.2	1	7	-3
CCOC(=O)c1ccc(NC(=O)c2ccc3c(c2)C(=O)N(CC2CCCO2)C3=O)cc1 (configuration not stated)	8	1	-6	0	2	1.1	0	16	-4
COc1ccccc1N1CCN(S(=O)(=O)c2ccc(-c3ccc(=O)[nH]n3)o2)CC1	0	0.98	-14	1	-2	1.1	2	6	-3
COc1cc(NC(=O)CSc2nnc3ccccn23)cc(OC)c1	-4	0.93	2	1	-2	0.98	7	13	-7
Cc1cc(C)cc(Oc2c(C(F)(F)F)oc3cc(OCC(=O)O)ccc3c2=O)c1	9	1	4	0	-1	0.96	-4	13	-2
COc1ccc(OC)c(S(=O)(=O)Nc2cccc3ccc(O)cc23)c1	1	1	-20	-3	-4	1.2	-5	2	6
COCCCn1c(C(=O)N2CCOCC2)cc2c(=O)n3ccccc3nc21	-6	1	-38	-56	-3	1.4	-4	16	-7
COc1cc(C(=O)COC(=O)C2CCN(c3ccc(C(F)(F)F)cn3)CC2)ccc1OC(F)F	-2	0.92	-7	0	0	1.1	8	5	-11
O=C(c1ccco1)N1CCN(S(=O)(=O)c2ccc(S(=O)(=O)NC3CC3)cc2)CC1	-1	0.94	16	1	1	0.84	6	8	1
CCCCCC1CC(CC(=O)Nc2ccc([N+](=O)[O-])cc2)OC1=O (configuration not stated)	-1	0.98	4	-3	-4	0.95	2	27	-6
CC(=O)c1ccc(NC(=O)CC2S/C(=N/N=C3CCCCCC3)NC2=O)cc1 (configuration not stated)	-4	0.92	-29	2	3	1.3	8	19	-8
COc1ccc(C2=C/C(=C\c3cccc(OC(C)=O)c3)C(=O)O2)cc1	-2	1.1	-11	-26	-5	1.1	-7	8	-7
Cc1nc2nc(-c3ccccc3)[nH]n2c(=O)c1C	-5	0.95	15	3	0	0.85	5	2	-7
CCOC(=O)C1=C(CSc2nc(CC)c(C)cc2C#N)OC(N)=C(C#N)C1c1ccccc1 (configuration not stated)	-11	1.1	27	-24	-4	0.73	-13	3	-12
Nc1nc(SCC(=O)Nc2ccccc2Sc2ccccc2)n[nH]1	4	0.9	-34	-1	-1	1.3	10	3	0
Cc1cc(C)c(NC(=O)CSc2nnc(-c3ccco3)n2N)c(C)c1	-1	0.86	12	0	-3	0.88	14	6	0
Cn1c(SCc2ccccc2)nc2c1c(=O)[nH]c(=O)n2C	-1	1	-6	0	-1	1.1	-3	5	-5
O=C(COC(=O)/C=C/c1ccc(F)cc1)NCC1CCCO1 (configuration not stated)	6	0.97	11	0	-2	0.89	3	-7	-2
CCOn1c(=O)c(C)[n+]([O-])c2ccccc21	0	1	6	1	-3	0.94	-1	9	2
COc1ccc(CCNC(=O)C(=O)c2c(C)n(C)c3ccccc23)cc1OC	-6	0.97	-10	0	-2	1.1	3	3	-7
CN(CC(=O)Nc1ccc(Cl)cc1)C(=O)c1ccc(NS(=O)(=O)c2ccc3[nH]c(=O)[nH]c3c2)cc1	2	1	14	1	-5	0.86	-1	7	-14
CCCOC(=O)c1ccc(Cl)c(NC(=O)c2ccc(-c3ccccc3)cc2)c1	3	0.98	3	2	-3	0.97	2	0	1
COC(=O)CN1C(=O)[C@H]2[C@@H](C3CC3)N3C(=O)CN(Cc4ccccn4)C(=O)[C@@]3(Cc3ccccc3)[C@H]2C1=O	-1	1	16	0	6	0.84	-2	8	-11
CN(NC(=O)c1ccccc1F)c1ccc([N+](=O)[O-])cn1	5	0.86	16	-3	1	0.84	14	12	14
Cc1cc(NC(=O)CSc2nc(=O)n3cccc(C)c3n2)no1	-1	0.92	-4	1	4	1	8	9	-8
COc1cc(CCC(=O)OCC(=O)NCc2ccc(Cl)cc2)cc(OC)c1OC	5	1.1	-1	1	-1	1	-10	4	24
COc1ccc(/C=C2\CCCc3c2nc2ccc(C)cc2c3C(=O)O)cc1O	-10	0.99	-14	-43	-6	1.1	1	12	2
CC1(C(=O)NC23CC4CC(CC(C4)C2)C3)CC1(Cl)Cl (configuration not stated)	-3	0.99	7	0	-2	0.93	0	-2	-5
O=C(N1CCN(c2ccccc2)CC1)C(F)(F)C(F)(F)F	1	0.95	10	0	-2	0.9	5	8	-3
Cc1cc(C(=O)CSc2nn(-c3ccccc3)c(=S)s2)c(C)n1Cc1ccco1	5	0.89	0	-5	-4	1	11	5	4
CC(=O)c1ccc2c(c1)c1ccccc1n2CC(C)C	-5	0.95	5	-1	0	0.95	5	6	-6
C1=C(c2ccccc2)Nc2nnnn2C1	-2	1.2	6	-67	0	0.94	-19	5	-6
O=C(CN1CCOCC1)Nc1nc(-c2ccc(Cl)cc2)cs1	4	0.94	1	0	-4	0.99	6	21	-5
Fc1ccc(CNn2cnnc2SCc2ccc(F)cc2)cc1	-2	1.1	-3	0	0	1	-12	3	-2
N/C(=N\OC(=O)c1ccccc1[N+](=O)[O-])c1ccccn1	-2	1	2	1	-2	0.98	-2	22	-6
Clc1cccc(Cl)c1CSc1nnc([C@@H]2CCCN2)o1	-1	0.9	24	2	-3	0.76	10	18	-3
CCCC(=O)Nc1ccc(Br)c(Cl)c1	-2	1.2	-14	2	-1	1.1	-15	20	-6
COc1ccc(C(=O)NNC2CC(=O)N(Cc3ccc(Cl)cc3)C2=O)cc1OC (configuration not stated)	3	1.1	-8	2	-4	1.1	-13	11	-6
COc1cccc(NC(=O)Nc2cc(C(=O)O)ccc2N2CC3CC(C2)c2cccc(=O)n2C3)c1 (configuration not stated)	-3	1	-2	-1	-2	1	-1	9	-1
CCc1c(C)nc2ncnn2c1N1CCC(C(=O)Nc2ccccc2)CC1	3	0.99	9	1	-1	0.91	1	11	-1
CC(=O)N1CCN(C(=O)c2ccc(OC3CCN(Cc4ccccn4)CC3)cc2)CC1	1	1	-14	-6	-5	1.1	-4	9	-3
O=S(=O)(c1ccccc1F)N1CCN(CCOc2ccccc2)CC1	-7	1	-16	1	-4	1.2	-1	-40	-2
Cc1nc2ccc(Cl)cc2c(-c2ccccc2F)c1CC(=O)O	0	0.9	9	2	-4	0.91	10	14	-4
O=C(Cc1cccc2ccccc12)Nc1ccc2c(c1)C(=O)NC2=O	-2	0.92	-2	-2	3	1	8	6	-5
C=CCN(c1ccc(C(N)=O)cc1)S(C)(=O)=O	-2	1	-4	0	-1	1	-1	1	-12
Cc1ccc2nc(-c3ccncc3)cc(C(=O)NCc3ccccc3F)c2c1	-4	0.97	2	-2	1	0.98	3	0	-2
CCCCCCC(NC(=O)c1ccc(C)cc1)C(=O)O (configuration not stated)	1	1.1	.	2	.	.	-5	.	0
COc1nnc(-c2ccc(C)c(S(=O)(=O)NC(C)C)c2)c2ccccc12	-3	1	1	2	-1	0.99	-4	7	-4
C=CCN=C(NC#N)SCc1ccccc1Cl	0	0.97	-3	2	0	1	3	-3	-2
Cn1c(Cn2c(=O)sc3ccccc32)nnc1SCC(N)=O	-2	1.1	-6	1	-2	1.1	-14	1	18
O=C(c1ccsc1)N1CCCC(N2CCN(c3cccc(C(F)(F)F)c3)CC2)C1 (configuration not stated)	-1	1	-10	1	-1	1.1	-5	4	-5

(listing goes on)
canonical_smiles	APOBEC3A inh	mIAP activ	hIAP block	SENP1 FRET inh	MIN6 prolif	hIAP act	mIAP inh	NALP3 yeast inh	A3G deaminase
CC(=O)c1sc(NC(=O)CS(=O)(=O)c2ccccc2)nc1-c1ccccc1	2	0.99	12	-1	-1	0.88	1	22	-5
COc1cccc(OCc2ccc(C(=O)NCC3CCCO3)cc2)c1 (configuration not stated)	0	0.95	24	1	0	0.76	5	20	-9
O=C(Nc1ccccc1)c1nc[nH]c1C(=O)NCCN(CCNC(=O)c1[nH]cnc1C(=O)Nc1ccccc1)CCNC(=O)c1[nH]cnc1C(=O)Nc1ccccc1	-4	1.2	-56	0	-6	1.6	-24	5	-10
CC(C)c1cccc(-c2ccc3c(c2)S(=O)(=O)c2cccc(C(=O)O)c2C3=O)c1	0	0.96	22	-8	0	0.78	4	7	-4
O=C(NCc1ccc2c(c1)OCO2)c1ccc(COc2cccc(Cl)c2)o1	1	1.2	-20	-1	-6	1.2	-18	10	-3
O=C(c1ccc2nc3ccc(Cl)cc3c(=O)n2c1)N1CCOCC1	0	0.87	5	-82	-2	0.95	13	-2	0
Cn1c(SCC(=O)N2CCc3ccccc32)nnc1-c1ccc(S(=O)(=O)N2CCCC2)cc1	-2	0.95	5	0	-1	0.95	5	2	-6
